Bioassay records: PubChem, National Center for Advancing Translational Sciences (NCATS)
HTT aggregate = qHTS Multiplex Assay to Identify Dual Action Probes in a Cell Model of Huntington: Aggregate Formation (GFP); PC12 HttQ103-GFP aggregates, Acumen cytometry, 40 h; Potency, µM (series often up to 46.1 µM), for the others: at the highest dose activity change, negative = inhibition, actives largely listed as inhibitors; 1.1% of 220,000 active; AID 1688, 2009; further: on the % scale 0 is the no-effect control and ±100 the full control effect; nearly all actives have a fitted effect of over 60% in size
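Read-out: GFP aggregate count by laser scanning cytometer (488 nm excitation, 500-530 nm emission, 1–25 µm objects >6 SD above background). Cells: PC12, inducible HTTex1-Q103-GFP, 100 nM tebufenozide; compounds titrated.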
GAA inh = qHTS Assay for Inhibitors of Human alpha-Glucosidase as a Potential Chaperone Treatment of Pompe Disease; purified human GAA, 4-MU-alpha-glucoside fluorescence; Lysosomal alpha-glucosidase (Homo sapiens), P10253; Potency, µM (doses to about 76.9 µM), without a hit: top-dose activity change, negative = inhibition, hits mostly inhibitors; 0.005% of 200,000 active; AID 1466, 2008;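 further: plate controls were uninhibited enzyme wells for no effect and no-enzyme background for full effect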
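Enzyme (4 nM final) mixed with compound (up to 77 uM), then 4-MU-alpha-D-pyranoside (400 uM final) added; 20 min at room temperature, pH 5.0. Reaction stopped at pH 10, fluorescence read, AC50 derived by Hill fit.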
HTT cytoprotect = qHTS Multiplex Assay to Identify Dual Action Probes in a Cell Model of Huntington: Cytoprotection (ATP); AID 1471, 2008; Potency, µM (titrated, usually from 56.4 µM), for inactives: cytoprotection (ATP increase), actives largely listed as activators; PC12 HTT-Q103 induced, cytoprotection, ATP luminescence, 40 h; 0.14% of 230,000 active;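 further: % of control where 0% means no effect; nearly all actives have a fitted effect of over 45% in size; toxic huntingtin expression switched on by the ecdysone agonist tebufenozide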
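Compounds added alongside 100 nM tebufenozide, which induces toxic Q103 huntingtin exon 1-GFP in stable PC12 cells; surviving cells quantified by luminescent ATP measurement. Medium: phenol red-free DMEM, 5% equine and 5% calf serum.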
GAA glycogen = qHTS Assay for Inhibitors and Activators of Human alpha-Glucosidase Cleavage of Glycogen | Lysosomal alpha-glucosidase (Homo sapiens), P10253 | recombinant GAA, glycogen substrate, Amplex Red glucose oxidase fluorescence | Potency, µM (top dose mostly 76.4 µM), for the others: top-dose activity change, negative = inhibition, usual class: inhibitors | 0.38% of 300,000 active | AID 2100, 2009;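 further: 0% = full enzyme reaction and -100% = no-enzyme basal signal; the screen sought inhibitors and activators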
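Natural-substrate format: glycogen cleavage by 4 nM human enzyme, glucose read by Amplex Red coupling (Ex 573, Em 610 nm). Normalized to enzyme and no-enzyme controls.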
GAA spleen mod = qHTS Assay for Inhibitors and Activators of Human alpha-Glucosidase From Spleen Homogenate | human spleen homogenate, 4-MU-alpha-glucoside fluorescence | Potency, µM (titrated, usually from 79.9 µM), without a hit: top-dose activity change, negative = inhibition, most hits filed as inhibitors | 0.006% of 240,000 active;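 further: 0% = enzyme with vehicle and -100% = no enzyme basal signal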
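Compounds were titrated against alpha-glucosidase in spleen homogenate at pH 5.0, with 1 mM 4-methylumbelliferyl substrate for 40 min at 37 C. Reactions were quenched with pH 10 NaOH/glycine and fluorescence measured.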
RGS12 GoLoco inh = qHTS Assay for Inhibitors of RGS12 GoLoco Motif Activity (Red Fluorophore); AID 880, 2007; Gai1:RGS12 GoLoco peptide FP, rhodamine, 10 min; Guanine nucleotide-binding protein G(i) subunit alpha-1 (Homo sapiens), P63096; Potency, µM (highest dose often 61.6 µM), inactives show top-dose activity, negative = inhibition, most hits filed as inhibitors; 0.44% of 230,000 active; active means well fitted inhibition curve with a large enough effect, not every such curve was filed as active; inactive means no such curve, though single readings can be large or run the other way; further: on the % scale 0 is the no-effect control and ±100 the full control effect; nearly all actives have a fitted effect of over 30% in size; many of its hits are not listed in these tables
Target sequence (P63096 whole entry, looked up): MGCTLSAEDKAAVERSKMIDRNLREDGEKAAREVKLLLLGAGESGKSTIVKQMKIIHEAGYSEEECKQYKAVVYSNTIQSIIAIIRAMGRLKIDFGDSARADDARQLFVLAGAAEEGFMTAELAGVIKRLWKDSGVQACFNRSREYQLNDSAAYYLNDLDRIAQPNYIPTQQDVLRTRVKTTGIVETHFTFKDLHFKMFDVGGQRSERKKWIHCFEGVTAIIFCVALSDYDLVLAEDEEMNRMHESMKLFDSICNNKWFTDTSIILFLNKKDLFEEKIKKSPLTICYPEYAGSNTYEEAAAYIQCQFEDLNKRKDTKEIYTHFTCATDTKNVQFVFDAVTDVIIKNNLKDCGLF
IMPase Li inh = qHTS Assay for Identifying the Cell-Membrane Permeable IMPase Inhibitors: Potentiation with Lithium | CHO-M1 cells, IP1 TR-FRET (IP-One), carbachol + lithium | Potency, µM (highest dose often 59.4 µM), for the others: at the top dose activity, negative = IMPase inhibition, most hits filed as inhibitors | 0.35% of 210,000 active | AID 1457, 2008;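 further: IP1 builds up when IMPase is blocked and the TR-FRET signal falls; plate controls were basal vehicle for no effect and high inhibitor control for full effect; nearly all actives have a fitted effect of over 50% in size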
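IP1 accumulation measured by competitive TR-FRET in lysed CHO-M1 cells after 30 min compound exposure at 37C, with a small lithium addition to potentiate weak responses. Hill-equation AC50 from ratio and donor-channel data.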
* = called active by the depositor; ? = inconclusive; . = not tested or not shown; [ ] = dose if it differs, or a comment. Unless noted, the call rests on the fitted dose curve; in most records, active means well fitted curve in the direction sought with a large enough effect; inconclusive means small, poorly fitted or top-dose-only effect, or another doubt; inactive means no such curve, though single readings can be large; an effect the other way counts as inactive or inconclusive. Potency means the concentration at half of the fitted maximal effect.

SMILES,HTT aggregate,GAA inh,HTT cytoprotect,GAA glycogen,GAA spleen mod,RGS12 GoLoco inh,IMPase Li inh
CC(C)NC(=O)NC(=O)CSc1nncs1,30%,1%,1%[10 µM],-4%,12%,-10%,6%
COc1ccc(NC(=S)NC2CC3CCCC(C2)N3C2CC2)cc1 (configuration not stated),3%[9.22 µM],10%,23%[10 µM],-8%,4%,12%,8%
CC(=O)Nc1ccc(S(=O)(=O)Nc2ccc(N3CCOCC3)cc2)cc1,-10%,7%,2%,10%,-1%,-5%,-1%[38.3 µM]
COCC(=O)Nc1ccc([N+](=O)[O-])cc1OC,-3%,0%,-51%[inhibitor][10 µM],-8%,-12%,5%,-2%
Cc1ccc(NC(=O)C2C3CCCC2C3c2ccccc2)cc1 (configuration not stated),-7%,-9%,0%[10 µM],-4%,-10%,13%,1%
CCCC(=O)NC(c1ccc(OC)cc1)c1ccc2cccnc2c1O (configuration not stated),?,-4%,-64%[inhibitor][10 µM],?,2%,11%,17%
COc1ccc(CCNC(=O)C2CCN(S(=O)(=O)c3ccc(Cl)cc3)CC2)cc1OC,-20%,?,-12%[10 µM],-9%,-5%,-19%,6%
O=C(Nc1ccccc1)NC1CCCc2ccccc21 (configuration not stated),9%[9.22 µM],-6%,-5%,18%,2%,5%,8%
NS(=O)(=O)c1ccc(CCNC(=O)COC(=O)CN2C(=O)C3CCCCC3C2=O)cc1 (configuration not stated),-4%,2%,0%,-9%,2%,-4%,-8%
O=C(Cn1cnc2ccccc2c1=O)NCc1cccs1,-19%,-3%,-18%,1%,-9%,-5%,5%
COC(=O)[C@@]1(Cc2ccc(OC)cc2)[C@H]2c3cc(C(=O)N4CCCC4)n(CCN4CCOCC4)c3C[C@H]2CN1C(=O)c1ccccc1,.,.,-10%,.,10%,-1%,1%
O=c1[nH]n(-c2ccccn2)c(=O)c2ccccc12,-9%,0%,25%[10 µM],?,11%,-9%,-2%[38.3 µM]

Further entries.
SMILES,HTT aggregate,GAA inh,HTT cytoprotect,GAA glycogen,GAA spleen mod,RGS12 GoLoco inh,IMPase Li inh
COCCN1Cc2cccc(C(=O)Nc3ccc4c(c3)OCCO4)c2C1=O,15%,2%,-28%,-20%,6%,1%,4%[38.3 µM]
COc1cccc(C(=O)Nc2ccc(Oc3cccc(C(F)(F)F)c3)nc2)c1,-7%[9.22 µM],?,-11%[10 µM],-9%,-12%,5%,.
Cc1ccsc1/C=N/NC(=O)C1CC(=O)N(c2ccccc2)C1 (configuration not stated),1%,-6%,?,12%,1%,0%,-2%
CCOC(=O)CCSc1nc(C)c2ccccc2n1,-11%,-2%,10%[0.074 µM],5%,-4%,-9%,41%[activator][38.3 µM]
O=C(O)/C=C(\Oc1ccccc1)C1(O)CCCCC1,-3%[9.22 µM],-3%[15.4 µM],-1%[10 µM],2%,2%,-9%,.
Cc1cccc(NC(=O)CC2NC3CCCCC3NC2=O)c1 (configuration not stated),4%,2%,-13%[10 µM],4%,-3%,8%,6%
O=C(C1CCCN(Cc2cccc(F)c2)C1)N1CCCCC1 (configuration not stated),-7%,3%,25%,4%,-7%,-10%,23%[38.3 µM]
COc1cccc(C(=O)N(c2ccc(OC)cc2OC)C2C=CS(=O)(=O)C2)c1 (configuration not stated),0%,-4%,-20%,13%,-7%,-4%,8%[38.3 µM]
C=CCN(c1ccccc1)S(=O)(=O)c1ccc2c(c1)oc(=O)n2C,0%,-3%[15.4 µM],-14%,-13%,0%,11%,14%[38.3 µM]
COc1ccc(CC(=O)Nc2nnc(C)s2)cc1,4%,-3%,13%,1%,-7%,15%,34%[38.3 µM]
CCOC(=O)C(NC(=O)c1ccc(OC)cc1)(N1CCOCC1)C(F)(F)F (configuration not stated),-1%,3%,-18%,3%,-3%,11%,12%[38.3 µM]
COC(=O)c1ccc(CSc2nnc(NC(=O)c3cc4c(s3)CCCC4)s2)cc1,?,-1%,-32%,-2%,-4%,-7%,8%[38.3 µM]

(next part)
SMILES,HTT aggregate,GAA inh,HTT cytoprotect,GAA glycogen,GAA spleen mod,RGS12 GoLoco inh,IMPase Li inh
CCN(CC)CCSc1nc(O)c(Cc2ccccc2)c(=O)n1-c1ccccc1,12%,-5%,-23%,1%,.,5%,-12%
O=C1C2=C(Nc3cc([N+](=O)[O-])ccc3N2)O[C@@H]1c1ccc([C@H]2OC3=C(Nc4ccc([N+](=O)[O-])cc4N3)C2=O)cc1,.,.,-24%[10 µM],.,.,4%[14.2 µM],5%
NS(=O)(=O)c1ccc(CCNCc2cccs2)cc1,.,1%,.,-21%,-9%,11%,6%
CSCc1cc(N2CCOCC2)nc(-c2ccccc2)n1,-19%,-5%,-39%[inhibitor],6%,-15%,-4%,8%
COc1ccc(C[C@H]2CN3C(=NC[C@H]3Cc3ccccc3)N2CCNC(=O)CCC2CCCCC2)cc1,4%[9.22 µM],.,8%[10 µM],4%,3%,-9%,18%
Cc1nc(-c2c(C(=O)NNC(=O)Nc3c(C)cccc3C)noc2C)cs1,5%[9.22 µM],-5%,9%[10 µM],1%,-5%,4%,.
Cc1nn(C)c(C)c1NC(=O)c1ccc(Br)o1,-7%,-1%,-35%[inhibitor],2%,-4%,4%,-4%
CC1(C)CC(=O)C2=C(C1)OC(=O)C2(NC(=O)c1cccs1)C(F)(F)F (configuration not stated),3%,-3%,-7%[10 µM],2%,-5%,-1%,26%[38.3 µM]
Cc1nc(NC(=O)c2ccco2)sc1-c1csc(Nc2ccc(Cl)cc2Cl)n1,-2%,4%,-96%[inhibitor],-10%,-3%,15%,3%[38.3 µM]
Cc1ccc(S(=O)(=O)N2CCOCC2)cc1NC(=O)CNCc1cccnc1,-5%[9.22 µM],.,10%[10 µM],1%,-4%,-2%,.
O=C(Nc1ccccc1-c1nnn(CC(=O)N2CCN(c3ccccc3)CC2)n1)c1cccs1,-13%,-15%,-6%[10 µM],-4%,6%,2%,-5%[38.3 µM]
Cc1nn(-c2ccccc2)c(Cl)c1/C=N/NC(=O)c1cccc(S(=O)(=O)N2CCCC2)c1,14%,-3%,42%[0.074 µM],-2%,7%,8%,12%

The results go on:
SMILES,HTT aggregate,GAA inh,HTT cytoprotect,GAA glycogen,GAA spleen mod,RGS12 GoLoco inh,IMPase Li inh
CCCCCCCCCCCCCCCC(=O)OC[C@H](COP(=O)([O-])OCC[N+](C)(C)C)OC(=O)CCCCCCCCCCCCCCC,-11%,-2%[15.4 µM],.,7%,-3%,-17%,-9%
CCOc1ccc(N(CC(=O)O)S(=O)(=O)c2cccnc2)cc1,-2%,-4%,3%,6%,-2%,9%,-8%[38.3 µM]
CCOC(=O)Cc1ccc(-c2ccccc2)cc1,17%,.,-62%,.,.,6%,.
COC(=O)c1cc(NC(=O)CN(c2cccc(OC)c2)S(=O)(=O)c2ccccc2)ccc1Cl,?,?,-11%[10 µM],0%,-4%,.,.
CC1(C)CC(=O)c2sc(NC(=O)CCS(=O)(=O)c3ccccc3)nc2C1,?,-21%,-2%[10 µM],13%,-11%,-2%,10%[38.3 µM]
CCOC(=O)C1=C(C)NC(=O)C(C#N)C1c1ccco1 (configuration not stated),-1%,-7%,-2%,?,-7%,1%,12%[38.3 µM]
C=CCNC(=O)/C(=C\c1ccc2c(c1)OCO2)NC(=O)c1ccc(Br)cc1,25%,0%,-36%,2%,-7%,-4%,-13%[38.3 µM]
O=c1cc(-c2cccc(O)c2)oc2cc(O)ccc12,.,.,-14%[1.9 µM],.,5%,11%,9%
Cc1ccc(C(=O)Nc2ccc3c(c2)OCO3)cc1S(=O)(=O)N1CCCC1,-6%,0%,12%[10 µM],?,-12%,3%,26%[38.3 µM]
Cn1c(SCC(=O)NC2CC2)nnc1-c1ccco1,12%,2%,6%,4%,-6%,1%,-6%[38.3 µM]
C=CC[C@@H]1C=C[C@H](O/N=C/[C@@H](NS(=O)(=O)c2ccc(C)cc2)[C@H](C)/C=C/CC(=O)OC)[C@@H](CO)O1,-4%,5%,.,7%,-8%,6%,4%
O=C(CN(Cc1ccccc1F)C(=O)c1ccco1)NCc1ccc(F)cc1,9%,-3%,4%[10 µM],-12%,-20%,5%,5%[38.3 µM]

Part of the list above, as labelled records.
> COC(=O)c1cc(NC(=O)CN(c2cccc(OC)c2)S(=O)(=O)c2ccccc2)ccc1Cl
  HTT aggregate: ?
  GAA inh: ?
  HTT cytoprotect: -11%[10 µM]
  GAA glycogen: 0%
  GAA spleen mod: -4%
  RGS12 GoLoco inh: .
  IMPase Li inh: .

> CC1(C)CC(=O)c2sc(NC(=O)CCS(=O)(=O)c3ccccc3)nc2C1
  HTT aggregate: ?
  GAA inh: -21%
  HTT cytoprotect: -2%[10 µM]
  GAA glycogen: 13%
  GAA spleen mod: -11%
  RGS12 GoLoco inh: -2%
  IMPase Li inh: 10%[38.3 µM]

> CCOC(=O)C1=C(C)NC(=O)C(C#N)C1c1ccco1 (configuration not stated)
  HTT aggregate: -1%
  GAA inh: -7%
  HTT cytoprotect: -2%
  GAA glycogen: ?
  GAA spleen mod: -7%
  RGS12 GoLoco inh: 1%
  IMPase Li inh: 12%[38.3 µM]

Continued.
SMILES,HTT aggregate,GAA inh,HTT cytoprotect,GAA glycogen,GAA spleen mod,RGS12 GoLoco inh,IMPase Li inh
COc1cccc(CNC(=O)C2CCCN(c3nn4c(=O)cc(C)nc4s3)C2)c1 (configuration not stated),2%,-5%,2%,-5%,-4%,0%,-3%[38.3 µM]
CC(=O)c1nn(-c2cccc(Br)c2)cc1C(=O)c1ccccc1,17%,-2%,-9%,5%,-7%,6%,-3%[38.3 µM]
COc1ccc(-c2nc(CS(=O)CC(=O)NCc3ccccn3)c(C)o2)cc1 (configuration not stated),-7%,4%,-1%[10 µM],-2%,1%,14µM*,1%
CC(C)OC(=O)c1c(NC(=O)c2cnn3c2NC(c2ccccc2)CC3C(F)(F)F)sc2c1CCCC2 (configuration not stated),-2%,5%,-3%,-5%,0%,4%,22%[38.3 µM]
CC(C)CCN1CCN(Cc2cn[nH]c2C2CCCCC2)CC1CCO (configuration not stated),.,?,.,6%,-3%,5%,6%
COc1cc(C)c(-c2[nH]ncc2-c2csc(C)n2)c(O)c1,12%,-23%,-3%[10 µM],10%,-4%,3%,0%
COc1ccc(/C=N/Nc2nc3ccccc3o2)cc1O,-5%[9.22 µM],-2%,-60%[inhibitor],?,-2%,-11%,14%[38.3 µM]

Only part of the results is shown. The share of hits here may be higher or lower than overall.
